West Nile antiviral – West Nile virus antiviral activity, cell-based, CPE readout (AID 1621); West Nile virus-infected cells, CPE inhibition; higher % means a stronger effect; CPE inhibition, % at 10 µM; hits with a dose series show IC50 in µM; 290,000 tested, 0.02% active; in the data active means a potency from the dose series; inconclusive means CPE inhibition mostly from about 3.7% at the one dose, without a potency; inactive means the rest, 99 in 100 with CPE inhibition below about 2.2%; further: strong numbers were not always called active
WT yeast gro inh – growth inhibition of WT yeast, mitochondrial fusion screen | inhibition, % at 10 µM | 190,000 tested, 2.1% active | mitochondrial fusion phenotypic screen, WT strain | AID 1362; in the data active means inhibition above about 58%; tested in S. cerevisiae
MgcRacGAP inhibition – MgcRacGAP GTPase-activating activity inhibitors, confirmation, biochemical, ADP Hunter fluorescence; MgcRacGAP-stimulated Rac1 GTP hydrolysis, ADP Hunter fluorescence; higher % means a stronger effect; GST-tagged Rac1 F28L mutant substrate; inhibition, % at 30 µM, or IC50 in µM where a hit was titrated; 340,000 tested, 0.6% active; AID 624330;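 active means first-screen hits whose inhibition reached a set limit at any dose in the follow-up dose series; inconclusive means inhibition above the set first-screen limit but never retested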;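 further: fluorescence reports GDP produced by GAP-driven GTP hydrolysis; strong numbers were not always called active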
RSV CPE inhibition – RSV antiviral activity via CPE protection, HEp-2 cells, primary 10 µM value included (AID 2391) | 310,000 tested, 0.13% active | CPE inhibition, % at 10 µM; hits with a dose series show IC50 in µM | HEp-2 cells, RSV-induced CPE inhibition; higher % means a stronger effect; in the data active means a potency from the dose series; inconclusive means CPE inhibition mostly from about 23% at the one dose, without a potency; inactive means the rest, 99 in 100 with CPE inhibition below about 21%; further: strong numbers were not always called active
Large T inhibition – SV40 large T antigen inhibitors, biochemical (AID 1903); SV40 large T antigen ATPase/helicase inhibition assay; higher % means a stronger effect; one-dose inhibition, % at 20 µM; IC50 in µM for titrated hits; 310,000 tested, 0.39% active; in the data active means a potency from the dose series; inconclusive means inhibition mostly from about 32% at the one dose, without a potency; inactive means the rest, 99 in 100 with inhibition below about 32%; further: strong numbers were not always called active
T cell HTS – modulates CD8 T cell binding to vesicles; 2C CD8+ T cell-vesicle binding, flow cytometry; stronger effect = lower value; calls only at 7 µM; 330,000 tested, 0.068% active;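 active means response, share of CD8 T cells binding vesicles, and their 90th percentile fluorescence all below set limits, cut at about 80% in these data, passing the limit was not always enough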
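Material: 2C TCR transgenic mouse naive CD8+ T cells, MACS-purified. Also added: QL9-charged Drosophila Ld/ICAM-1/B7-1 vesicles. Timing: binding 1.5 h at 37 °C. Measured by: high-throughput flow cytometry with anti-B7-1 and anti-CD8 staining. Read-out: percent CD8+ FL2 mean versus row control. Controls: Unloaded micro-vesicles (low), QL9 vesicles with 0.7% DMSO (high).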
bCat nuc transl – beta-catenin nuclear translocation modulation. nuclear translocation activity, % at 5 µM. HeLa beta-catenin nuclear translocation, immunofluorescence imaging. 190,000 tested, 0.3% active. AID 1665;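 active means nuclear translocation activity above 50% at 5 µM, with a well cell count of 50 or more; inconclusive means wells under 50 cells across six images, flagged as toxic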;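 further: per-cell ratio of nuclear to cytoplasmic median beta-catenin stain intensity; plate controls were DMSO negative control for no effect and GSK-3 inhibitor IX positive control for full effect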
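Test system: human HeLa cells, endogenous beta-catenin. Times: 24 h compound exposure, 37°C. Measured by: beta-catenin immunofluorescence imaging with DAPI.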
Myeloid diff MLP – promotes myeloid progenitor differentiation. AID 624256. 360,000 tested, 1% active. ER-HoxA9 myeloid progenitors, lysozyme-GFP differentiation, flow cytometry. calls only at 10 µM;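 active means normalized GFP-positive differentiation at or above the plate's own cutoff, the solvent-only control mean plus 3 SD; inconclusive means no clear call, values can overlap the other calls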;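 further: cells exposed to compound for four days before flow analysis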
PhoP inhibition – inhibitors of PhoP regulon expression, primary screen, Salmonella Typhimurium, GFP reporter (AID 1863). S. Typhimurium PhoP-regulated promoter GFP reporter, 4 h; higher % means a stronger effect. one-dose inhibition, % at 50 µM; IC50 in µM for titrated hits. 300,000 tested, 0.16% active;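 active means inhibition over 29.93%, a cutoff 3 SD above the screen mean, later confirmed by dose response; inconclusive means inhibition over 29.93% but no dose response follow-up; inactive means inhibition at most 29.93% or unconfirmed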;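 further: 0% = low Mg2+ inducing control and 100% = high Mg2+ repressing control; strong numbers were not always called active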
WT yeast gro inh mutant strain – second read-out of WT yeast gro inh, no call of its own (marks repeat the call); inhibition, %; mitochondrial fusion phenotypic screen, mutant strain inhibition
bCat nuc transl cell count 5 µM – also measured in bCat nuc transl; calls as there; cell count; measured here: cell count, cytotoxicity flag
T cell HTS vesicle-bound % – also measured in T cell HTS; calls as there; double positive events, %; measured here: CD8+ vesicle-bound cell fraction;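 binding gate set so that unloaded-vesicle control wells show 10% double positive cells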
Myeloid diff MLP GFP+ MAC1+ % – second read-out of Myeloid diff MLP, no call of its own (marks repeat the call); GFP+ MAC1+ double positive, %; measured here: differentiation confirmed by MAC1 staining
* marks the source's active call; other numbers are inactive results; i = inactive; ? = inconclusive; . = not tested or not shown; + = active, no number.

Each structure is followed by: West Nile antiviral	WT yeast gro inh	WT yeast gro inh mutant strain	MgcRacGAP inhibition	RSV CPE inhibition	Large T inhibition	T cell HTS	T cell HTS vesicle-bound %	bCat nuc transl	bCat nuc transl cell count 5 µM	Myeloid diff MLP	Myeloid diff MLP GFP+ MAC1+ %	PhoP inhibition
[1] COc1ccc(-c2cc(C(=O)Nc3ccc(S(=O)(=O)Nc4onc(C)c4C)cc3)c3ccccc3n2)cc1OC
  0.2%	.	.	7%	0.0%	3%	i	17	-1.6	1157	i	0.9	-3%
[2] CCOc1cc(N2CCOCC2)c(OCC)cc1NC(C)C(=O)N1CCC(C)CC1 (stereo unspecified)
  0.3%	6	2	?	3.0%	17µM*	i	35	0.1	1066	i	1.2	6%
[3] CN(C)c1ccc(/C=C(\NC(=O)c2ccccc2)C(=O)NCCCN2CCOCC2)cc1
  0.0%	.	.	12%	1.6%	26%	i	38	.	.	i	3.0	1%
[4] Cn1cc(S(=O)(=O)N2CCCC2)cc1C(=O)N1CCN(c2ccccc2)CC1
  -0.4%	.	.	9%	2.1%	-3%	i	36	.	.	i	0.7	.
[5] CCCC[C@@H]1CNCCN1CCc1cccc2ccccc12
  .	.	.	0%	-0.3%	20%	i	42	.	.	i	3.4	4%
[6] C/C(=N/NS(=O)(=O)c1ccc(Cl)cc1)c1ccncc1
  -0.2%	.	.	10%	0.1%	3%	i	8	.	.	i	1.8	2%
[7] O=S(=O)(Nc1ccc(-c2ccc3nncn3n2)cc1)c1ccccc1F
  .	.	.	1%	-2.8%	3%	i	37	.	.	i	0.9	-8%
[8] Cc1cc([N+](=O)[O-])nn1CC(=O)NNC(=S)Nc1ccc(F)cc1
  .	-7	-2	-3%	.	8%	i	7	.	.	i	0.7	0%
[9] CCc1ccc(NC(=O)CSc2ccccn2)cc1
  -0.8%	11	-20	4%	1.4%	15%	i	42	0.8	1120	i	0.1	-5%
[10] C[C@@H]1C(=O)O[C@@H]2[C@H](O)C34[C@H]5C[C@@H](C(C)(C)C)C36[C@H](OC(=O)[C@@H]6O)OC4(C(=O)O5)[C@@]12O (stereo partly specified)
  0.0%	-3	1	5%	1.4%	6%	.	.	.	.	i	1.2	1%
[11] O=C(/C=C/c1ccc([N+](=O)[O-])cc1)Oc1ccc(/C=N/NC(=O)c2ccncc2)cc1
  0.0%	.	.	14%	.	8%	i	21	.	.	i	0.8	14%
[12] N#CC(c1ccc(Cl)cc1)N1CCOCC1 (stereo unspecified)
  -0.2%	-10	1	6%	6.6%	5%	i	16	0.2	1070	i	0.3	5%
[13] O=C(Cc1ccccc1)Nc1ccc(F)cc1
  0.0%	11	-2	.	2.8%	-9%	i	50	-0.7	1057	i	0.2	4%
[14] CCOC(=O)CC1C(=O)NCCN1C(=O)c1ccc(Cl)cc1Cl (stereo unspecified)
  0.7%	.	.	9%	2.6%	4%	i	66	.	.	i	0.6	1%
[15] O=C(COc1ccc(Cl)cc1Cl)NC(=O)c1ccccc1
  -0.2%	.	.	2%	1.8%	16%	i	25	.	.	?	.	7%
[16] C/C(=N\Nc1cc(-c2ccccc2)nc(-c2ccc(Br)cc2)n1)c1cccc(N)c1
  2.2%	.	.	-2%	-3.2%	.	i	12	.	.	i	1.2	.
[17] N/C(=N\S(=O)(=O)c1ccc(Cl)cc1)N1CCOCC1
  -0.6%	.	.	8%	0.9%	1%	i	29	0.4	1029	i	0.9	-4%
[18] COC(=O)COc1cccc2c(=O)n(CC(=O)NCc3ccc(F)cc3)ccc12
  -0.1%	-8	4	5%	0.6%	9%	i	20	-1.8	1079	?	.	-6%
[19] Cc1noc(C)c1C(=O)OCC(=O)Nc1cccc(S(=O)(=O)N(C)C)c1
  -0.6%	-1	9	6%	0.9%	5%	i	40	0.4	1072	i	2.8	-12%
[20] CCc1ccc(OC(C)C(=O)Nc2ccccc2C(=O)N2CCOCC2)cc1 (stereo unspecified)
  -0.1%	.	.	0%	2.0%	7%	i	11	.	.	i	0.7	-9%
[21] COC(=O)c1ccc(S(=O)(=O)NCCc2ccccc2OC)n1C
  -0.3%	.	.	8%	1.2%	9%	i	28	0.6	1255	i	1.0	-3%
[22] Cc1ccccc1N(C(=O)c1csnn1)C(C(=O)NC1CCCCC1)c1ccncc1 (stereo unspecified)
  -0.3%	.	.	-1%	-0.2%	1%	i	61	.	.	+	13*	-1%
[23] Cc1c2c(n3c(nc4ccccc43)c1C#N)N(c1ccccc1)CC2
  -0.7%	-8	-21	.	.	2%	.	.	0.9	471	.	.	-8%
[24] Cc1ccc(NC(=O)Nc2c(Cl)cccc2Cl)cn1
  -1.3%	.	.	5%	-1.6%	-3%	i	26	0.2	1163	i	0.5	1%
[25] N#C/C(=C(/O)COC(=O)CSc1ccc2ccccc2c1)c1nc2ccccc2[nH]1
  -1.3%	1	5	2%	0.7%	13%	i	50	1.5	1106	i	0.8	-3%
[26] Cc1cc(C)cc(NC(=O)c2cccc(NC(=O)c3ccco3)c2)c1
  .	.	.	0%	3.6%	7%	i	35	.	.	i	0.1	.
[27] CCCCN1CCCCC1C(=O)Nc1c(C)cccc1C (stereo unspecified)
  .	.	.	2%	-0.2%	9%	i	38	.	.	i	1.1	-2%
[28] O=C(COC(=O)C1=COCCO1)Nc1ncc(C(F)(F)F)cc1Cl
  0.0%	6	-2	8%	3.2%	7%	i	36	-4.6	975	i	0.9	-7%
[29] CCOc1ccc(Br)cc1C(=O)N/N=C/c1ccc([N+](=O)[O-])cc1
  0.0%	2	-12	9%	-1.4%	8%	i	55	2.5	1056	i	0.2	6%
[30] COc1cccc(C2(C)NC(=O)N(CC(=O)c3cc(C)n(C4CC4)c3C)C2=O)c1 (stereo unspecified)
  .	.	.	3%	4.0%	.	i	40	.	.	i	1.1	.
[31] Cc1cc(O)c(C(=O)Nc2cccc(Cl)c2)c(=O)n1C
  0.4%	.	.	6%	0.7%	11%	i	52	.	.	i	1.0	-6%
[32] COc1ccc(-c2csc(NCCc3nc4cc(Cl)c(Cl)cc4n3CCCO)n2)cc1
  0.8%	.	.	12%	45%	8%	i	25	.	.	i	0.5	.
[33] CC(C)CNC(=O)c1cc([N+](=O)[O-])ccc1N1CCOCC1
  -0.3%	-2	-17	1%	0.8%	4%	i	38	-1.0	961	i	0.4	6%
[34] CCCCC(CC)Cn1c(O)c(/C=C2\C=NN=C2c2ccccc2)sc1=S (stereo unspecified)
  -1.9%	5	8	5%	?	1%	i	4	-1.7	553	i	0.2	-7%
[35] Cc1cc2ncn(CCOc3ccccc3C#N)c2cc1C
  -0.3%	12	30	8%	1.4%	14%	i	41	.	.	i	0.7	-1%
[36] COc1cccc(C(=O)Nc2cc(NC(=O)c3ccco3)ccc2OC)c1
  -0.5%	2	24	5%	1.3%	10%	i	19	.	.	i	0.6	0%
[37] COc1nn(CC(=O)N2N=C(C)CC2(O)C(F)F)cc1[N+](=O)[O-] (stereo unspecified)
  0.5%	-12	-13	3%	2.3%	7%	i	7	-1.7	1274	i	0.9	2%
[38] CC1(C)C2CC=C(/C=N/NC(=S)Nc3cccnc3)C1C2 (stereo unspecified)
  -0.9%	15	29	9%	0.6%	14%	i	50	0.6	1104	i	0.4	1%
[39] O=C(O)c1cccc(N2C(=S)N=C(Nc3ccccc3)C23CCCCC3)c1
  0.0%	-15	13	12%	3.2%	9%	i	61	-0.6	1502	i	0.1	-9%
[40] Cc1ccc(C)c(C(=O)Cn2c(NCCO)nc3ccccc32)c1
  -0.1%	.	.	11%	-0.3%	-11%	i	30	.	.	i	0.1	-7%
[41] CCCn1nnnc1NC(=O)c1cc(Br)ccc1OC
  1.0%	2	12	5%	1.3%	4%	i	64	-6.8	1143	i	0.1	-4%
[42] CCc1nnc(NC(=O)CCC(=O)N2CCN(S(=O)(=O)c3ccc(OC)cc3)CC2)s1
  -0.2%	.	.	7%	1.9%	2%	i	17	.	.	i	0.6	1%
[43] O=C(NC1CCCc2c1cnn2-c1cc(F)cc(F)c1)c1cc[n+]([O-])cc1 (stereo unspecified)
  -0.5%	.	.	2%	0.8%	7%	i	71	.	.	i	1.2	-5%
[44] O=S(=O)(c1ccc(Br)cc1)N1CCN=C1SCc1cccnc1
  -1.0%	-15	-9	14%	0.5%	1%	i	46	-1.3	1119	i	0.1	-2%
[45] N/C(=C/C(=O)c1ccccc1O)C(F)(F)F
  0.1%	-6	0	-1%	2.0%	23%	i	8	-1.0	943	i	0.5	-2%
[46] O=c1c(Cl)c(N2CCOCC2)cnn1-c1ncc(C(F)(F)F)cc1Cl
  0.2%	-4	0	-9%	-0.6%	23%	i	24	2.0	940	i	0.0	-9%

Shown as tab-separated lines: 2 of the compounds above.
No.	mol	West Nile antiviral	WT yeast gro inh	WT yeast gro inh mutant strain	MgcRacGAP inhibition	RSV CPE inhibition	Large T inhibition	T cell HTS	T cell HTS vesicle-bound %	bCat nuc transl	bCat nuc transl cell count 5 µM	Myeloid diff MLP	Myeloid diff MLP GFP+ MAC1+ %	PhoP inhibition
45	N/C(=C/C(=O)c1ccccc1O)C(F)(F)F	0.1%	-6	0	-1%	2.0%	23%	i	8	-1.0	943	i	0.5	-2%
46	O=c1c(Cl)c(N2CCOCC2)cnn1-c1ncc(C(F)(F)F)cc1Cl	0.2%	-4	0	-9%	-0.6%	23%	i	24	2.0	940	i	0.0	-9%
